Salmonella PhoP GFP: PhoP-dependent GFP reporter repression – Salmonella Typhimurium, primary screen (AID 1863); 300,000 tested, 0.16% active; one-dose inhibition, % at 50 µM; IC50 in µM for titrated hits; S. Typhimurium PhoP-regulated promoter GFP reporter, 4 h; higher % means a stronger effect;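 active means inhibition over 29.93%, a cutoff 3 SD above the screen mean, later confirmed by dose response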;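 further: 0% = low Mg2+ inducing control and 100% = high Mg2+ repressing control; strong numbers were not always called active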
P. falciparum M1AAP: malaria alanyl aminopeptidase activity blockers – biochemical, fluorogenic H-Leu-NHMec substrate, 1536-well (AID 1445); inhibition, % at 30 µM, or IC50 in µM where a hit was titrated; recombinant M1AAP, H-Leu-NHMec fluorogenic kinetic assay; higher % means a stronger effect; 220,000 tested, 0.42% active;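 active means primary inhibition above the hit cutoff, then over 50% inhibition at one or more dose response concentrations, cut at about 23% in these data, passing the limit was not always enough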;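 further: plate controls were DMSO full reaction for no effect and no enzyme background for full effect; strong numbers were not always called active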
XIAP antagonists: XIAP antagonists, biochemical, IAP family, fluorescence polarization (AID 1018). XIAP BIR domain, fluorescence polarization peptide displacement; higher % means a stronger effect. displacement, % at 20 µM; hits with a dose series show IC50 in µM. 200,000 tested, 0.007% active; in the data active means displacement above about 50%; further: a part of the inactive calls stands beside numbers as strong as those of hits
ER stress rescue: protection against thapsigargin-triggered cell killing – 384-well, CSM14.1, ATP luminescence, primary screen (AID 1222); CSM14.1 thapsigargin-induced death rescue, ATP luminescence; higher % means a stronger effect; one-dose cellular ATP content (survival), % at 20 µM; EC50 in µM for titrated hits; 190,000 tested, under 10 active;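 active means EC50 below 50 µM in the dose-response confirmation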;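 further: death triggered by thapsigargin at about 15 µM added after 2 h compound pretreatment; cell ATP read after overnight thapsigargin exposure of roughly 18 to 22 hours; normalized against plate controls of thapsigargin alone and 5% DMSO vehicle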
Yfh1-off respiration: enhancers of respiration in Yfh1-depleted yeast, dose response, Friedreich's ataxia, plus single-dose screen (AID 1465) | fold induction at 50 µM, or EC50 in µM where a hit was titrated | S. cerevisiae Yfh1-off respiration, WST-1 reduction, 72 h; higher fold induction means a stronger effect | 220,000 tested, 0.074% active;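 active means fold induction of absorbance versus untreated yeast above a set limit, then at least 30% activation at any dose in follow-up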;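 further: activators that raise dye reduction in frataxin-depleted yeast; strong numbers were not always called active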
SIAH1 antagonists: blockers of Siah-1 interaction with plectin peptide – biochemical, fluorescence polarization, rhodamine-plectin, uHTS, primary screen (AID 1817); Siah-1 / rhodamine-plectin peptide fluorescence polarization; higher % means a stronger effect; 290,000 tested, 0.02% active; one-dose displacement, % at 20 µM; IC50 in µM for titrated hits;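 active means displacement of at least 50% at 20 µM, with a fluorescence ratio check between 0.3 and a set limit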;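 further: plate controls were Siah plus tracer with DMSO for no effect and tracer alone without Siah for full effect; strong numbers were not always called active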
M17LAP inhibition: P. falciparum M17LAP inhibitors, primary screen, biochemical, fluorogenic H-Leu-NHMec substrate, 1536-well (AID 1619). recombinant M17LAP, H-Leu-NHMec fluorogenic kinetic assay; higher % means a stronger effect. one-dose inhibition, % at 30 µM; IC50 in µM for titrated hits. 220,000 tested, 0.38% active;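 active means compound inhibiting the enzyme by more than half at any dose during confirmatory dose-response retesting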;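 further: plate controls were full reaction with DMSO carrier for no effect and no enzyme background for full effect; strong numbers were not always called active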
human PMI inhibitors: MPI inhibition at elevated mannose 6-phosphate – biochemical, fluorescence intensity, high mannose 6-phosphate, primary screen (AID 1220) | recombinant PMI enzyme, coupled fluorescence intensity; higher % means a stronger effect | inhibition, % at 20 µM; hits with a dose series show IC50 in µM | 190,000 tested, 0.66% active; in the data active means inhibition above about 50%
West Nile antiviral: West Nile virus antiviral activity, cell-based, CPE readout (AID 1621). 290,000 tested, 0.02% active. CPE inhibition, % at 10 µM; hits with a dose series show IC50 in µM. West Nile virus-infected cells, CPE inhibition; higher % means a stronger effect; in the data active means a potency from the dose series; further: strong numbers were not always called active
Active calls of the source: *; i = inactive; x = not tested or not shown. The order is random; any-hit rate near 1.6%.

SMILES	Salmonella PhoP GFP	P. falciparum M1AAP	XIAP antagonists	ER stress rescue	Yfh1-off respiration	SIAH1 antagonists	M17LAP inhibition	human PMI inhibitors	West Nile antiviral
Cc1ccc(C)c(NC(=O)Cn2nc([N+](=O)[O-])c(Br)c2C)c1	2%	0%	1.0%	0.2%	i	3%	0%	1%	-0.4%
CSCC[C@H](NC(=O)NCc1cccs1)C(=O)O	-16%	14%	-4.5%	-0.4%	i	0%	13%	-3%	-0.1%
CCNC(=O)OCCC12CC3CC(CC(C3)C1)C2	7%	-1%	-2.5%	1.0%	i	0%	-5%	-3%	-1.1%
O=C(COC(=O)Cc1c(Cl)cccc1Cl)Nc1ccc(OC(F)(F)F)cc1	-8%	4%	-3.8%	-1.2%	i	1%	-10%	2%	0.2%
O=C(N1CCOCC1)N1CCN(S(=O)(=O)c2ccccc2)C1	8%	-7%	-3.1%	-2.1%	i	7%	-2%	-3%	-0.2%
CN(C)C(=O)CN(c1ccc(F)c(Cl)c1)S(C)(=O)=O	6%	-5%	-7.4%	x	i	1%	-4%	3%	-0.3%
CC1Cn2c(CCc3ccccc3)nnc2S1 (stereo unspecified)	19%	-1%	-0.8%	-1.7%	i	-2%	5%	1%	0.1%
CN(C)CCNc1nc2sc3c(c2c(=O)n1-c1ccc(F)cc1)CCCCC3	-12%	8%	x	x	i	5%	-2%	x	0.1%
COc1ccc(CC2NCCC3(O)CCCCC23)cc1 (stereo unspecified)	-5%	13%	-1.0%	-0.7%	i	1%	-6%	1%	-0.4%
COC1=C(Nc2ccc(O)cc2)C(=O)c2ccccc2C1=O	10%	12%	-18%	-2.0%	i	-1%	5%	47%	-1.6%
CCN(CC)S(=O)(=O)c1ccc(S(=O)(=O)N2CCCC2)cc1	1%	7%	-6.5%	-0.7%	i	1%	8%	x	-0.6%
CCc1ccc(NC(=O)C(C)OC(=O)c2ccc(NS(=O)(=O)c3ccc(C)c([N+](=O)[O-])c3)cc2)cc1 (stereo unspecified)	-7%	6%	-1.8%	2.0%	i	6%	-1%	1%	-1.8%
CC1(C)CC(=O)C(N=Nc2cccc(S(=O)(=O)N3CCOCC3)c2)=C(O)C1	-12%	7%	x	x	i	-3%	16%	x	0.6%
OC1(c2cccc(C(F)(F)F)c2)CCNCC1	-4%	3%	-1.4%	x	i	-2%	2%	6%	0.2%
CCc1ccccc1NC(=O)N1CCc2ccccc21	-8%	8%	x	x	i	12%	17%	x	0.2%
COc1ccccc1N1CCN(CC(=O)Nc2ccc(CN3CCCCC3)cc2)CC1	8%	2%	-4.0%	-1.0%	i	3%	-5%	-1%	-0.2%
COc1cc(NS(=O)(=O)c2cc(C)ccc2OC)c(OC)cc1Cl	9%	6%	-6.0%	-1.4%	i	0%	1%	4%	-0.2%
CCCC(=O)C1=C(O)C(C(=O)OC)C(C)(C)CC1=NC(C)C (stereo unspecified)	-3%	1%	-1.9%	0.3%	i	7%	1%	-15%	0.0%
COc1ccc(C2CC(=O)c3cnc(N4CCN(Cc5ccccc5)CC4)nc3C2)cc1 (stereo unspecified)	8%	1%	-8.1%	-2.9%	i	-3%	15%	23%	-0.4%
O=[N+]([O-])c1ccc2nc(SCc3ccccc3Cl)sc2c1	-5%	14%	-7.3%	-2.4%	i	-1%	-2%	-6%	-0.4%
CCOC(=O)c1ccc(Nc2cc(C)nc(C)c2C(=O)OCC)cc1	0%	8%	0.2%	1.9%	i	2%	-10%	-3%	0.5%
COc1ccc(C(CC(=O)N2CCN(c3ccccc3)CC2)c2c(OC)cc(OC)c3ccc(=O)oc23)cc1 (stereo unspecified)	1%	6%	x	x	i	-4%	-1%	x	0.1%
CCOC(=O)C1CCN(C(=O)CSC2=NCCS2)CC1	-5%	15%	-11%	x	x	2%	13%	-3%	x
CC(C)NC(=O)NC(=O)COC(=O)c1cc[n+]([O-])cc1	2%	6%	-7.7%	0.1%	i	-5%	-3%	4%	-0.1%
COc1ccc(N/C=C\C(=O)c2ccc3c(c2)OCO3)cc1	0%	13%	-5.7%	-7.4%	i	0%	-2%	-2%	-0.6%
The list continues:
SMILES	Salmonella PhoP GFP	P. falciparum M1AAP	XIAP antagonists	ER stress rescue	Yfh1-off respiration	SIAH1 antagonists	M17LAP inhibition	human PMI inhibitors	West Nile antiviral
O=C(CC(=O)N/N=C\c1cccc(Cl)c1Cl)NCc1ccccc1	-5%	0%	-6.2%	-1.4%	i	12%	1%	-2%	-1.0%
COc1cc(/C=C/C(=O)OCC(=O)c2c[nH]c3ccccc23)ccc1OC(F)F	13%	0%	-0.6%	-1.0%	i	-6%	-8%	0%	0.0%
COc1ccc(N2CCc3c(C)nc(SC)nc32)cc1	-8%	3%	-5.2%	0.3%	i	3%	-1%	-4%	-0.8%
CC(C)(C)c1cc(=O)[nH]c(SCc2ccccc2Cl)n1	8%	-1%	-2.8%	-1.8%	i	6%	-6%	3%	0.6%
COc1ccc(C2C(C(=O)O)CCC(=O)N2c2ccc(C)cc2)cc1OC (stereo unspecified)	-3%	0%	x	x	i	-2%	-18%	x	0.3%
Cc1c(Cl)cccc1N(CC(=O)N1CCCCCC1)S(C)(=O)=O	-9%	6%	0.5%	1.9%	i	2%	-3%	-1%	1.9%
COc1ccc(OC)c(C(c2nnnn2C2CCCC2)N2CCN(c3ccccc3)CC2)c1 (stereo unspecified)	-3%	4%	3.1%	2.9%	i	2%	8%	-8%	-0.9%
O=C(COc1ccccc1/C=C1\SC(=O)NC1=O)Nc1ccccc1	2%	33µM*	-3.1%	2.7%	i	6%	43%	9%	0.2%
CCc1c(C)nc(N)nc1Cl	1%	-5%	x	x	i	5%	-31%	x	1.3%
Cc1ncc(CO)c2cc(-c3nnc(Nc4ccc5c(c4)OCO5)s3)c(=O)oc12	2%	2%	x	x	i	-3%	3%	x	0.6%
N#CC(C#N)=C1C=CC=CN1/C(=C\c1ccccc1Cl)C(=O)c1ccccc1	6%	5%	-6.3%	-3.4%	i	27%	-25%	43%	-0.2%
COc1ccc(NC(=O)CN(C)S(=O)(=O)c2cccc3nsnc23)cc1	-5%	5%	-1.7%	-7.2%	i	4%	-2%	-2%	0.0%
O=C(N/N=C1\CCCc2ccccc21)c1ccccc1Cl	9%	-3%	-5.9%	0.0%	i	9%	-4%	3%	-1.0%
Nc1c(C(=O)c2ccc(Cl)cc2)oc2ccccc12	-12%	3%	-1.0%	17%	i	28%	3%	-14%	-0.4%
C/C(=N\N)c1c(-c2ccccc2)c2cc(Br)ccc2[nH]c1=O	4%	15%	-3.8%	-0.6%	i	0%	-6%	-11%	-0.2%
O=[N+]([O-])c1ccc(COc2cccc(CNc3ccc(Br)cc3)c2)cc1	2%	10%	-3.3%	5.7%	i	0%	-8%	20%	-1.1%
COC(=O)Cc1c(C)c2ccc(OC(C)C)cc2oc1=O	-6%	4%	x	x	i	4%	-5%	x	-0.1%
Cc1ccc(C)c(Cn2nnc3c(=O)[nH]c(C4CCN(C(=O)c5cccs5)CC4)nc32)c1	-2%	15%	-8.2%	-0.4%	i	0%	3%	-5%	0.9%
Cc1ccc(/C=N/NC(=O)c2nn(C)cc2Cl)cc1	9%	7%	-3.1%	-3.0%	i	11%	27%	-3%	0.2%
COc1ccc(S(=O)(=O)N(C)CC(=O)NCc2cccnc2)cc1Cl	-5%	4%	-8.7%	-1.6%	i	-3%	0%	8%	-0.3%
Cc1noc(C)c1CSc1nnc2ccc3ccccc3n12	1%	3%	-2.6%	0.4%	i	0%	7%	7%	-0.1%
CCc1cccc2c(SC(C)C(=O)NCC3CCCO3)nc(-c3ccccc3)nc12 (stereo unspecified)	-3%	3%	-4.5%	4.3%	i	-1%	12%	21%	-0.2%
COc1cc(-c2nnc(SCC(=O)c3ccc(C)cc3)o2)cc(OC)c1OC	3%	2%	-0.8%	-2.7%	i	-1%	-10%	20%	-0.2%
COc1ccc(C2CC(=O)N3CN(Cc4ccco4)CSC3=C2C#N)cc1 (stereo unspecified)	10%	4%	-4.6%	-2.2%	i	0%	5%	73%*	-0.3%
OCCOc1nnnn1-c1ccccc1	-8%	2%	-4.5%	-1.0%	i	-1%	-7%	2%	0.1%
N#Cc1nc(COc2ccc(F)cc2)oc1NCCCn1ccnc1	9%	-1%	-2.2%	-0.9%	i	0%	-11%	-3%	-0.4%

Structural class: those above containing four or more nitrogen atoms (12)
SMILES	Salmonella PhoP GFP	P. falciparum M1AAP	XIAP antagonists	ER stress rescue	Yfh1-off respiration	SIAH1 antagonists	M17LAP inhibition	human PMI inhibitors	West Nile antiviral
Cc1ccc(C)c(NC(=O)Cn2nc([N+](=O)[O-])c(Br)c2C)c1	2%	0%	1.0%	0.2%	i	3%	0%	1%	-0.4%
CN(C)CCNc1nc2sc3c(c2c(=O)n1-c1ccc(F)cc1)CCCCC3	-12%	8%	x	x	i	5%	-2%	x	0.1%
COc1ccccc1N1CCN(CC(=O)Nc2ccc(CN3CCCCC3)cc2)CC1	8%	2%	-4.0%	-1.0%	i	3%	-5%	-1%	-0.2%
COc1ccc(C2CC(=O)c3cnc(N4CCN(Cc5ccccc5)CC4)nc3C2)cc1 (stereo unspecified)	8%	1%	-8.1%	-2.9%	i	-3%	15%	23%	-0.4%
COc1ccc(OC)c(C(c2nnnn2C2CCCC2)N2CCN(c3ccccc3)CC2)c1 (stereo unspecified)	-3%	4%	3.1%	2.9%	i	2%	8%	-8%	-0.9%
Cc1ncc(CO)c2cc(-c3nnc(Nc4ccc5c(c4)OCO5)s3)c(=O)oc12	2%	2%	x	x	i	-3%	3%	x	0.6%
COc1ccc(NC(=O)CN(C)S(=O)(=O)c2cccc3nsnc23)cc1	-5%	5%	-1.7%	-7.2%	i	4%	-2%	-2%	0.0%
Cc1ccc(C)c(Cn2nnc3c(=O)[nH]c(C4CCN(C(=O)c5cccs5)CC4)nc32)c1	-2%	15%	-8.2%	-0.4%	i	0%	3%	-5%	0.9%
Cc1ccc(/C=N/NC(=O)c2nn(C)cc2Cl)cc1	9%	7%	-3.1%	-3.0%	i	11%	27%	-3%	0.2%
Cc1noc(C)c1CSc1nnc2ccc3ccccc3n12	1%	3%	-2.6%	0.4%	i	0%	7%	7%	-0.1%
OCCOc1nnnn1-c1ccccc1	-8%	2%	-4.5%	-1.0%	i	-1%	-7%	2%	0.1%
N#Cc1nc(COc2ccc(F)cc2)oc1NCCCn1ccnc1	9%	-1%	-2.2%	-0.9%	i	0%	-11%	-3%	-0.4%

Screening data (PubChem)
